# Screens: PubChem BioAssay, several laboratories
# FXIIa mix inh = blocks human factor XIIa in pooled compound mixtures. purified FXIIa, fluorogenic substrate. actives 0.2% (n = 62,000). inhibition, % at 5 µM. P00748. AID 684;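 also: 0% = enzyme without compound and 100% = no enzyme blank; some results filed as inactive read as strong as hits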
# Target sequence (P00748 20-372 limits assumed): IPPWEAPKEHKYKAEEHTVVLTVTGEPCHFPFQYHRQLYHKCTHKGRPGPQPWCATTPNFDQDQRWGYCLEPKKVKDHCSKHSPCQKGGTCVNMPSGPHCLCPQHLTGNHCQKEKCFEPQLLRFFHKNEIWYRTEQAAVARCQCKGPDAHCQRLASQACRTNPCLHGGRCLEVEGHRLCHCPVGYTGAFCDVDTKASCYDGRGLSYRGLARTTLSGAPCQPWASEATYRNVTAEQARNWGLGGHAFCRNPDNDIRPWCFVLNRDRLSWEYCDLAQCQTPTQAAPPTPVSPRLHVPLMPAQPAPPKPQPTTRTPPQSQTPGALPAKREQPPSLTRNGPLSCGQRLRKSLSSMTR
# Target sequence (P00748 373-615 limits assumed): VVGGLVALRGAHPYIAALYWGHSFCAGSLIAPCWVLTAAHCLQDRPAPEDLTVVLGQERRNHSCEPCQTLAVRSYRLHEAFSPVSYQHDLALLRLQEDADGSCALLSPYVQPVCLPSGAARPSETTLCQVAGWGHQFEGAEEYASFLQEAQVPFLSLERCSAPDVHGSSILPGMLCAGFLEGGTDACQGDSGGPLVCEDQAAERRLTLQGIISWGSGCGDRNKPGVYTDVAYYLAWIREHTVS
# DUSP1 inh = blocks human MKP-1 phosphatase activity. P28562. recombinant MKP-1, OMFP hydrolysis fluorescence. inhibition, %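 (compounds tested at a single concentration somewhere between 10 and 100 µM)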. actives 0.15% (n = 65,000). AID 374;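 active = inhibition above about 50%, limit read from the data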;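 also: 0% = DMSO max control wells and 100% = wells with enzyme stopped by NaOH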
# Target sequence (P28562 whole entry, looked up): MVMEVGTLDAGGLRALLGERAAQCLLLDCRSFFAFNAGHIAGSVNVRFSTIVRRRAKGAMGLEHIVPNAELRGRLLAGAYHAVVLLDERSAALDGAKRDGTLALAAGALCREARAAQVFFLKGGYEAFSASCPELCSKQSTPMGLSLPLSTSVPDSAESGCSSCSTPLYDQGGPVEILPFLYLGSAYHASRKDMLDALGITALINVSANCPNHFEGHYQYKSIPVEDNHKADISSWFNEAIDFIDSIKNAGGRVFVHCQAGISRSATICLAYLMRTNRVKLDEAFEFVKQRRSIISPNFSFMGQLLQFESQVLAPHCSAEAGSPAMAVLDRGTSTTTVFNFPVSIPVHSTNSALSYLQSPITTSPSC
# Cdc25B inh = inhibitors of human Cdc25B phosphatase. recombinant Cdc25B, OMFP fluorescence Ex485/Em525. actives 0.1% (n = 65,000). inhibition, %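 (compounds tested at 10 µM final in the well)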. P30305; in the data active = inhibition above about 50%
# JNK3 inh = JNK3 (human) kinase inhibition; actives 0.61% (n = 60,000); inhibition, % at 8 µM; purified JNK3 kinase activity, HTS; AID 746; in the data active = inhibition above about 17%;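 also: 0% = DMSO and 100% = reference inhibitor; many of its hits are not listed in these tables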
# FXIa inh mix = blocks human factor XIa in pooled compound mixtures. purified FXIa, fluorogenic substrate. actives 0.19% (n = 62,000). AID 680. inhibition, % at 5 µM;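 also: each value is inhibition by a whole ten-compound pool holding the compound; 0% = enzyme with no mixture and 100% = wells lacking enzyme; strong numbers were not always called active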
# MMP13 inh = inhibitors of human MMP13. P45452. MMP-13 fTHP FRET cleavage, Mca fluorescence. inhibition, % at 4 µM. actives 0.07% (n = 65,000);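 active = inhibition above the mean of compound-free control plate wells plus 3 SD, cut at about 14% in these data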;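 also: 0% = DMSO wells and 100% = wells with reference MMP-13 inhibitor after basal subtraction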
# Abs 340nm = absorbance at 340 nm; compound absorbance at 340 nm, fold over control; fold change at 10 µM; 65,000 tested, under 10 active; AID 708;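 active = at 10 µM dose, initial 340 nm absorbance at least 2 fold that of control wells; inactive = change under 2 fold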;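 also: initial absorbance extrapolated from kinetic A340 decline of NADH oxidation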
# AP ELISA ortho = alternative pathway complement inhibition, orthogonal assay; Human serum alternative complement pathway, LPS-coated ELISA, C3 deposition; tested in compound mixtures; inhibition, % at 5 µM; actives 0.08% (n = 62,000);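 active = inhibition above 30% in each of the two pooled mixtures holding the compound, so the lower value exceeds 30%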;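 also: 0% = serum in Mg-EGTA without compound and 100% = EDTA serum blank; some compounds past the cut are filed as inactive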
#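 Test system: human serum alternative complement pathway, C3 deposition on LPS-coated wells; also added: Plate-bound LPS; doses: 5 µM per compound in ten-compound mixtures; schedule: 1 h at 37 °C; detection: Anti-C3 ELISA, OD 450 nm; evaluation: percent inhibition of C3 deposition onto LPS; repeats: two pool placements per compound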
# Hsp90 block = displaces geldanamycin probe from tumor Hsp90; NCI-N417 lysate Hsp90, Cy3B-geldanamycin FP displacement; AID 429; actives 0.35% (n = 64,000); inhibition, % at 30 µM;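 active = inhibition above 50%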;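 also: 0% = tracer plus lysate wells and 100% = tracer alone without lysate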
# * marks the source's active call; other numbers are inactive results; . = not tested or not shown; [ ] = another dose, or the depositor's remark. Rule as the data show it, unless noted: active = inhibition above about 20% (passing the limit was not always enough); inactive = the rest.
# The line under a structure holds: FXIIa mix inh	DUSP1 inh	Cdc25B inh	JNK3 inh	FXIa inh mix	MMP13 inh	Abs 340nm	AP ELISA ortho	Hsp90 block
O=C(c1ccccc1Br)N1CCN(c2ccccc2)CC1
    -12	6	-8	-10	-8	5	1	-1	0
COc1ccccc1C(=O)n1nc(-c2cccnc2)nc1N
    20	10	-7	-6	11	-6	1	5	1
Cc1cccc(N2CCN(S(=O)(=O)c3ccc4c(c3)CCN4C(=O)CCC(=O)O)CC2)c1C
    2	51*	9	3	11	-9	1	6	-2
CCOc1ccc(-n2cc(C(=O)NCc3ccco3)c3cc(OC)c(OC)cc3c2=O)cc1
    3	24	5	-10	2	-3	0.98	6	-3
COC(=O)C1=C(C)NC(=O)NC1C1CC=CCC1 (stereo not given)
    3	2	-15	-7	3	-7	1	10	-2
CCCCCC(=O)Nc1ccc2oc(-c3cccnc3)nc2c1
    .	14	14	-5	.	-169[fluorescence artefact?]	1	.	2
Fc1ccc(CNc2ncnc3c2cnn3-c2ccccc2)cc1
    .	-9	1	6	.	-7	1	.	-1
CCC1CCCCN1CCCNC(=O)c1ccc(CS(=O)(=O)Cc2ccccc2F)o1 (stereo not given)
    10	13	2	.	-2	1	1	-4	-4
Cc1ccc(S(=O)(=O)NCCC(=O)Nc2ccc3c(c2)OCO3)cc1
    -2	3	3	-4	-4	0	0.98	15	4
CCCCCNc1nc(N2CCCC2)c2c(c1C#N)CCN(C)C2
    .	-2	16	0	.	-7	1.1	.	-7
Cc1cc(=O)[nH]c2c1c(=O)[nH]n2C1CC(C)N(C)CC1C (stereo not given)
    3	-11	-8	-3	5	-1	1	-9	1
CC(C)Oc1ccc(C2CC(=O)NC3=C2C(=O)CCC3)cc1 (stereo not given)
    3	24	-7	-3	7	0	1	8	-3
CCCCOc1nc2ccccc2nc1C(C#N)C(=O)NC1CCCCC1 (stereo not given)
    0	-12	3	-6	0	-15	1	2	0
CCOCCCNC(=O)N[C@@H](Cc1ccccc1)C(=O)OC
    2	-13	5	0	6	-6	1	17	-5
C=CCn1c(C)nc2c(c1=O)c1nc3ccccc3nc1n2-c1ccc(C)cc1
    5	13	-10	.	4	-1	1.1	6	.
CC1Cc2cc(/C(O)=C3/C(=O)C(=O)N(CCCn4ccnc4)C3c3ccco3)ccc2O1 (stereo not given)
    4	2	-7	-4	15	-7	1.1	20	-17
CCN(CC)S(=O)(=O)c1cccc2cc(C(=O)O)c(O)cc12
    -17	18	7	-2	3	-2	1	5	-2
O=C(Nc1ccccn1)Nc1cccs1
    -4	-1	-5	3	5	-4	0.99	20	-4
CCOC(=O)c1[nH]c(C)c(C(=O)OCC)c1C
    -17	4	0	3	-5	0	1	5	-2
O=C(CSCSCC(=O)Nc1ccc2c(c1)OCO2)Nc1ccc2c(c1)OCO2
    1	6	-17	7	-2	0	1	10	1
CC(=O)Nc1cccc(NC(=O)c2cc(C)on2)c1
    2	23	1	-2	7	2	1.1	6	-4
COc1ccc(-c2noc(CCC(=O)N3CCN(c4cccc(C(F)(F)F)c4)CC3)n2)cc1
    -2	38	-23	.	13	6	1.1	9	-3
O=C(O)c1ccccc1Nc1cccc(C(F)(F)F)c1
    12	-5	-12	-5	5	5	1	-3	1
COc1cccc(CNC(=O)C2CCN(c3cnccn3)CC2)c1
    1	-8	-9	3	24	-4	1	11	-3
CC(=O)Oc1cc2oc(=O)cc(C)c2cc1OC(C)=O
    7	17	6	-7	-17	-185[fluorescence artefact?]	1.1	1	58*
Cc1ccccc1C(OCC(O)CN1CCCCC1CCO)c1ccccc1 (stereo not given)
    4	-22	-24	3	5	1	0.99	0	0
Cn1c(Cn2nnc3ccccc32)nnc1SCC(=O)NCc1ccc2c(c1)OCO2
    6	-21	-8	2	7	-3	0.99	12	-1
Cn1cnnc1SCC(=O)N(Cc1ccc2c(c1)OCO2)C1(C(=O)NC2CCCCC2)CCCC1
    7	15	-12	1	6	1	0.99	23	-2
CCOCCCNC(=O)C1CC(=O)N(C2CCCC2)C1 (stereo not given)
    11	-9	-1	3	3	-2	0.99	11	0
CCOC(=O)CSc1nnc2n(Cc3ccccc3)c(=O)c3c4c(sc3n12)CCC4
    .	-8	8	-3	.	-2	1	.	0

# Complete entries, looked up by structure. Order of screens: FXIIa mix inh	DUSP1 inh	Cdc25B inh	JNK3 inh	FXIa inh mix	MMP13 inh	Abs 340nm	AP ELISA ortho	Hsp90 block
# Entry for COC(=O)C1=C(C)NC(=O)NC1C1CC=CCC1 (stereo not given) → 3	2	-15	-7	3	-7	1	10	-2
# Entry for C=CCn1c(C)nc2c(c1=O)c1nc3ccccc3nc1n2-c1ccc(C)cc1 → 5	13	-10	.	4	-1	1.1	6	.
# Entry for CCC1CCCCN1CCCNC(=O)c1ccc(CS(=O)(=O)Cc2ccccc2F)o1 (stereo not given) → 10	13	2	.	-2	1	1	-4	-4
# Entry for CCCCOc1nc2ccccc2nc1C(C#N)C(=O)NC1CCCCC1 (stereo not given) → 0	-12	3	-6	0	-15	1	2	0

# (cont.)
# The line under a structure holds: FXIIa mix inh	DUSP1 inh	Cdc25B inh	JNK3 inh	FXIa inh mix	MMP13 inh	Abs 340nm	AP ELISA ortho	Hsp90 block
O=C(Nc1ncc2c(n1)CC(c1ccco1)CC2=O)c1ccccc1 (stereo not given)
    6	-1	-5	-1	6	2	1.1	0	4
CCC1Oc2ccccc2N(CC(=O)NCCN2C(C)CCCC2C)C1=O (stereo not given)
    -15	-11	-16	-4	4	-6	0.99	16	-5
COc1ccc(-n2c(CSc3nc(C)cc(C)n3)nnc2SCC(=O)Nc2nccs2)cc1
    1	27	-7	8	3	-2	1	3	3
CCC(=O)N1CCN(CCN=CC2=C(O)CC(c3cccs3)CC2=O)CC1 (stereo not given)
    8	12	3	-3	3	5	1	4	-4
O=C1CC(NCc2ccncc2)C(=O)N1c1ccc(Cl)cc1 (stereo not given)
    .	-11	18	-9	.	-4	1	.	-3
Cc1ccc(-c2cc(C(=O)O)n[nH]2)o1
    4	10	-2	0	-12	2	1	14	-5
O=C(Nc1ccccc1N1CCN(C(=O)c2ccc(Cl)cc2)CC1)c1ccc2c(c1)OCO2
    0	6	-7	0	2	5	1	0	-3
Cn1nc(-c2ccc(Cl)cc2)c2cc(C(=O)NC3CC3)sc21
    -20	2	-14	3	3	-27	1.1	13	-4
O=S(=O)(Nc1ccc(Cc2ccncc2)cc1)N1CCCC1
    6	-1	3	-8	-5	3	1	25	1
COC(=O)C1=C(C)OC(N)=C(C#N)C1c1ccc(OC)c(OC)c1OC (stereo not given)
    .	-13	-1	-4	.	2	1	.	0
O=C(NC1CCCCC1)c1cc2nc(-c3ccco3)cc(C(F)(F)F)n2n1
    -1	5	0	7	2	-21	1	8	0
N=c1cc(C2(O)CCCCC2)n2c(nc3ccccc32)s1
    4	6	-13	.	1	-2	1	1	-3
C=CCNC(=O)c1scc2c1CCCC2
    1	-5	3	6	5	10	0.99	10	0
COC(=O)c1c(NC(=O)c2nn(C)cc2Cl)sc2c1CCCC2
    .	-18	0	-7	.	-26	1	.	-6
Cc1c(N(C)C(=O)c2ccco2)c(=O)n(-c2ccccc2)n1C
    -20	4	5	6	-3	-2	1	0	-9
O=C(CN1C(=O)C2C3C=CC(C3)C2C1=O)N1CC=C(c2ccccc2)CC1 (stereo not given)
    1	4	5	9	39	6	0.98	-3	-3
CCOC(=O)c1sc(/N=C/Nc2nc(C)c(C(=O)OCC)s2)nc1C
    8	27	-11	1	6	-13	1.1	13	-1
COc1ccc2nc(COC(=O)c3ccco3)c(C(C)=O)[n+]([O-])c2c1
    1	-8	2	2	6	-4	1.1	16	-2
Nc1nc(CN2CCc3ccccc3C2)nc(Nc2ccccc2)n1
    -3	5	-6	-2	-3	-3	1.1	5	-9
Cc1ccccc1NC(=O)NCc1ccco1
    3	-2	-10	5	0	2	1	23	-4
O=C(Nc1cccc(Cl)c1)N1CCN(C/C=C/c2ccccc2)CC1
    2	0	-17	-3	-3	-2	1	8	-4
COc1ccc(C2=Nn3c(nnc3-c3ccc(OC)cc3)SC2)cc1
    6	9	3	-2	-6	-8	1.1	-4	2
COc1ccccc1-c1nc(-c2ccccn2)no1
    6	-5	-7	5	-2	-12	1	9	3
N#Cc1c2n(cnc1=O)CCCCC2
    -8	11	-17	.	-21	.	1	0	.
CC1CN(c2nn3c(=O)c4ccccc4nc3c3ccccc23)CC(C)O1 (stereo not given)
    2	28	-2	6	8	-8	1.1	3	-2
O=S(=O)(/C=C/c1ccccc1)Nc1ccc(N2CCOCC2)cc1
    6	3	-18	1	0	0	1.1	-8	16
O=C(CSc1ncc(-c2ccccc2)n1CC1CCCO1)N1CCCCC1 (stereo not given)
    3	-4	2	-14	1	4	1	-3	10
Cc1ccc2c(c1)NCC(C(=O)NCc1ccccc1)O2 (stereo not given)
    -24	7	-8	1	-24	1	1	15	-3
COc1cc(Cl)c(S(=O)(=O)N2CCOCC2)cc1Cl
    -19	5	5	-10	3	6	1.1	25	-2
Cc1ccc(OC(=O)CCC(=O)N2CCc3ccccc32)cc1
    3	4	0	-4	9	3	1	18	-3
O=S(=O)(c1ccccc1)N1CCSC1c1ccco1 (stereo not given)
    -28	-7	7	1	-2	-3	1	-22	-3
COc1ccc(N(CC(=O)Nc2cc(C)ccc2C)S(=O)(=O)c2c(C)nn(C)c2C)cc1
    9	11	-6	2	27	-11	0.98	0	-4
CC(=O)N1c2ccccc2NC2=C(C(=O)CCC2)C1c1ccc(F)cc1 (stereo not given)
    2	-20	-14	-1	9	2	1.2	13	2
CCOC(=O)c1cc2c(=O)n3ccccc3nc2n(Cc2ccccc2Cl)c1=N
    .	-13	15	3	.	-199[fluorescence artefact?]	1	.	-1
COC(=O)c1ccc(CSc2ccccc2C)o1
    -18	-12	-6	-3	9	-3	0.99	5	-2
CCOC(=O)c1[nH]c2ccc(F)cc2c1NC(=O)CN1CCc2cc(OC)c(OC)cc2C1
    10	9	-1	3	2	-27	1	35*	-6
Cc1cc(C)c(NC(=O)CS(=O)CC(=O)N2CCN(c3ccccc3)CC2)c(C)c1 (stereo not given)
    -16	-23	2	-1	7	-8	1	-28	-3
COc1ccc(-c2ccc(CCC(=O)O)n2C(C)C)cc1
    .	-3	3	-4	.	-36	1.1	.	-4
O=C(CN1CCN(c2ccccc2)CC1)Nc1ccccc1C(F)(F)F
    4	19	-17	-6	3	1	0.98	9	1
Cc1cc(C)nc(N(C#N)CN2C(=O)c3ccccc3S2(=O)=O)n1
    -15	-5	8	-7	10	-6	1	12	-2
O=C(O)C1CCNCC1
    .	12	0	.	.	.	1	.	0
O=C(Nc1ccccn1)c1c(O)c2cccc3c2n(c1=O)CCC3
    13	4	-13	3	0	-3	1.1	-17	-1
Cc1ncoc1C(=O)Nc1cccc(Cl)c1
    3	14	-4	0	-4	-3	0.98	-1	-4
O=C(CSC1=NC(=O)C(Cc2ccccc2)C(=O)N1)Nc1ncccn1 (stereo not given)
    14	6	0	5	10	-7	1	14	-3
Cn1cnnc1SCC(=O)OCN1C(=O)c2ccccc2C1=O
    2	-7	10	6	5	-1	1	1	3
Cc1n[nH]c(C)c1Cc1ccc(C(=O)O)cc1
    7	-7	1	0	14	1	1.1	13	-2
COc1ccccc1N1CCN(S(=O)(=O)CC23CCC(CC2=O)C3(C)C)CC1 (stereo not given)
    6	10	0	-3	-7	-1	0.97	2	-1
Cc1nnc(SCC(=O)N2CCc3ccccc32)s1
    13	6	-7	1	1	0	1	2	-11
COc1ccccc1CNc1nc2nc(C)c(Cl)c(=O)n2[nH]1
    0	-12	10	0	6	0	1	9	0
CC(C)(C)C(=O)CSc1nc2ncc(Br)cc2[nH]1
    3	-13	4	6	1	6	1	-13	5
